PP5 primary = inhibitors of human protein phosphatase 5 (PP5). P53041. purified PP5c, OMFP substrate fluorescence. inhibition, % at 6.7 µM. 0.18% of 320,000 active;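 active = inhibition above the campaign's mean inhibition across all tested compounds plus 3 SD, cut at about 9.5% in these data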;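 note: 0% = DMSO only and 100% = 100 µM cantharidin control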
Target sequence (P53041 whole entry, looked up): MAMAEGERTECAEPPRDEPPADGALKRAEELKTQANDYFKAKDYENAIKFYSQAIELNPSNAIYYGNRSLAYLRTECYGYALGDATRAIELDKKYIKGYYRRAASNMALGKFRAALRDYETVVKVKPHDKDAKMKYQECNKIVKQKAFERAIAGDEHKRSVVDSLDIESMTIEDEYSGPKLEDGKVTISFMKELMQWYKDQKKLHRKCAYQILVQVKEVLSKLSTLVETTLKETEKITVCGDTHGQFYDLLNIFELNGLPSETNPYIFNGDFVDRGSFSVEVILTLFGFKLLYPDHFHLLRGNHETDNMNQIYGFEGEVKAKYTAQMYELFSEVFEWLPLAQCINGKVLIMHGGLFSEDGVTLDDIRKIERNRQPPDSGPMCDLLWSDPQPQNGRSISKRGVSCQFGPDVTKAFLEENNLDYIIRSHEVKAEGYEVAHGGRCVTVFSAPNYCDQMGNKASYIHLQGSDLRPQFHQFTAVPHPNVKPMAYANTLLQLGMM
procasp3 activ = procaspase-3 (human) activation; P42574; recombinant procaspase-3 D3A, Ac-DEVD-pNA absorbance 405 nm; activation, % at 8.5 µM; 0.11% of 330,000 active; AID 463141;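 active = activation above the mean of all tested compounds plus 3 SD, cut at about 21% in these data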;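 note: 0% = DMSO alone and 100% = DMSO wells spiked with extra 5 µM PC-3 D3A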
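assay system = Procaspase-3 D3A mutant | signal = absorbance at 405 nm, 0 and 120 min | times = 1 h preincubation plus 2 h reaction at 25 °C | repeats = single replicate | read-out = % activation between DMSO and enzyme-spiked controls | medium = Zinc-free HEPES saline buffer with Triton X-100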
core dimer inh = HCV core protein dimerization inhibition | AID 1899 | 0.33% of 300,000 active | TR-FRET GST/Flag-core106 dimerization, 1536-well | inhibition, % at 5 µM;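 active = inhibition above the mean of all tested compounds plus 3 SD, set per screening campaign, cut at about 45% in these data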
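Assay system: tagged HCV core106 pair (GST and Flag); medium: KF-containing HEPES buffer, pH 7.45, DTT, CHAPS, BSA; also added: Eu donor and XL665 acceptor anti-tag antibodies; dosing: 5 µM single dose; timing: compound-protein-antibody incubation 4 h at 22.5 °C; signal: TR-FRET 671 and 617 nm emission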
JMJD2C inh = human JMJD2C demethylase inhibition; Q9H3R0; inhibition, % at 2.35 µM; GST-JMJD2C(1-420) H3K9me3 demethylation, DELFIA europium; 0.069% of 330,000 active;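 active = more than half of a compound's replicate wells show inhibition beyond 50%, single wells judged on their own value; inconclusive = some, but no more than half, of replicates pass 50% inhibition; inactive = no replicate passes 50% inhibition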;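 note: signal counts dimethyl H3K9 product captured on neutravidin plate; 0% = median of DMSO wells and 100% = 0.3 times that DMSO median; strong numbers were not always called active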
Efflux pump mplx = antifungal efflux pump inhibition, Nile Red retention; 0.44% of 330,000 active; inhibition, % at 10 µM; S. cerevisiae Candida pump triplex;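 active = plate passing quality check with inhibition over a set limit, or well fluorescence over plate mean plus 4 SD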;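 note: Nile Red retained in pooled yeast measured as flow cytometry median fluorescence; 0% = buffer negative control and 100% = Enniatin B positive control; higher means more Nile Red kept so more efflux inhibition; some compounds called inactive have numbers as strong as hits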
TPT1 inhibitor = C. albicans TPT1 enzyme inhibition; recombinant caTPT1, FP RNA substrate dephosphorylation; 0.81% of 300,000 active; inhibition, % at 5 µM;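 active = inhibition above the mean of all tested compounds plus 3 SD, set per screening campaign, cut at about 24% in these data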;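 note: plate controls were DMSO alone for no effect and ferristatin control at 100 nM for full effect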
procasp7 counter = activates human procaspase-7, counter-screen for procaspase-3 activators; activation, % at 8.5 µM; P55210; AID 463210; recombinant procaspase-7, Ac-DEVD-pNA absorbance 405 nm; D23A/D198A/D206A triple mutant, cannot self-cleave; scale: DMSO 0, 5 µM enzyme 100; 0.093% of 330,000 active;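 active = percent activation above the screen-wide mean plus 3 SD, cut at about 25% in these data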
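Material: Procaspase-7 triple mutant (PC-7 D3A) | Quantity: 2 µM procaspase-7 mutant as dispensed | Reagent: DEVD-pNA substrate | Times: 1 h preincubation, 2 h reaction | Technique: 405 nm absorbance of p-nitroaniline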
CTSL1 counter = blocks F. hepatica cathepsin L1 in PFM18AAP counter-screen | recombinant F. hepatica cathepsin L1, Z-Leu-Arg-MCA fluorescence | AID 1906 | inhibition, % at 5.96 µM | 0.49% of 300,000 active;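 active = inhibition above the mean of all tested compounds plus 3 SD, set per screening campaign, cut at about 17% in these data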;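 note: 0% = plate median of test compound wells and 100% = 1 µM Z-Phe-Ala-diazomethylketone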
PP1 counter = PP1-alpha (human) inhibition in PP5 counter-screen; AID 2235; inhibition, % at 6.7 µM; 0.9% of 320,000 active; purified PP1alpha, OMFP fluorescence; P62136;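 active = inhibition above the mean inhibition of all tested compounds plus 3 SD, computed separately for each screening campaign, cut at about 15% in these data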
Target sequence (P62136 whole entry, looked up): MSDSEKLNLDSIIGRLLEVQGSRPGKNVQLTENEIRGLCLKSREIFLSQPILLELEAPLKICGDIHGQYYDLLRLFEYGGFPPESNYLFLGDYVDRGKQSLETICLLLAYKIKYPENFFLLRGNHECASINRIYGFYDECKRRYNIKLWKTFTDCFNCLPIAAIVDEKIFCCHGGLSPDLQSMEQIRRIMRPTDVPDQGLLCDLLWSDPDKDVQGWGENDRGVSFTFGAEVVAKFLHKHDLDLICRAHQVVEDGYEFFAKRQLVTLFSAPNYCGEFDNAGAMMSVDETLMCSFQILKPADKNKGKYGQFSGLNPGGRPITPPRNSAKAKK
* hit, by the source's call; ? = inconclusive; / = not tested or not shown; & = joins results of further samples.

no. | canonical_smiles | JMJD2C inh | CTSL1 counter | PP1 counter | procasp7 counter | core dimer inh | Efflux pump mplx | procasp3 activ | TPT1 inhibitor | PP5 primary
1 | O=C(O)[C@@H]1CCCN1S(=O)(=O)c1cccc(S(=O)(=O)N2CCC[C@H]2C(=O)O)c1 | ? | -4 | -5 | -9 | -20 | -0.1 | 0 | 2 | 3.1
2 | C/C(CC(=O)Nc1cccc2c1CCCC2)=N\NC(=O)c1cccc2ccccc12 | -3 | -2 | 1 | 0 | -2 | 0.2 | 4 | 2 | -0.8
3 | CCCN1CCC(=O)N([C@H](CSc2ccccc2)Cc2ccccc2)CC1 | -1 | 0 | 1 | -1 | -3 | 0.1 | 7 | 1 | -0.1
4 | COc1cc(C(=O)N2CCCCC2)ccc1OCC(=O)Nc1ccc(F)cc1 | / | / | -5 | 13 | / | 0.1 | 7 | / | 3.1
5 | CCCOn1c(OCC(C)C)nc2ccccc2c1=O | 1 | 1 | 2 | -6 | 3 | 0.0 | -11 | 2 | 2.6
6 | Cc1cc(C(=O)N2CC(C)CC(C)C2)c(C)o1 (configuration not stated) | / | / | -6 | 11 | / | -0.1 | 9 | / | -0.5
7 | Cc1ccc(-n2nc3c(=O)n(CCCC(=O)NCc4ccco4)nc(C)c3c2C)cc1 | 4 | 4 | -3 | -10 | -96 | 0.2 | 2 | -4 | 0.2
8 | OCCCNc1ncnc2c1cnn2-c1ccc(Cl)cc1 | -12 | 3 | 5 | 2 | -6 | 0.1 | 10 | 0 | 1.8
9 | CCCCC1CCC(C(=O)Nc2ccc(N3CCOCC3)cc2N2CCOCC2)CC1 (configuration not stated) | 3 | / | -2 | 5 | / | 0.2 | -1 | / | -1.6
10 | c1ccc(-c2nc3ccccc3s2)nc1 | -7&4 | 0&-2 | -4&0 | -3&6 | -1&2 | 0.2&-0.1 | 4&-5 | -2&1 | 0.8&1.0
11 | CC(C)(C)OC(=O)C[C@H]1C/C=C\C[C@@H](CC(=O)N(CCO)Cc2ccccc2)C(=O)N[C@@H](Cc2ccccc2)COC1=O | -5 | / | / | 0 | / | -0.1 | 2 | / | /
12 | C=CCNC(=O)c1onc(CSc2ccccc2)c1C(=O)NCC=C | 11 | 2 | -2 | -10 | -8 | 0.3 | -8 | -2 | 4.1
13 | O=C(Nc1ccccc1C(=O)Nc1ccncc1)c1ccc([N+](=O)[O-])cc1 | -12 | 2 | 6 | 10 | 2 | 0.2 | -5 | -2 | 1.3
14 | C/C(=N\NC(=O)c1cc2c(s1)CCC(C)C2)c1cccnc1 (configuration not stated) | 0 | -4 | 5 | -7 | 0 | -0.3 | 2 | -3 | 3.4
15 | CC(C)c1onc(C(=O)N2CCOCC2)c1[N+](=O)[O-] | 3 | 2 | -3 | 2 | -2 | -0.1 | 2 | -2 | 2.9
16 | O=[N+]([O-])c1ccc(C2=CSC3=NCCN23)cc1 | -5 | 5 | 2 | -12 | 4 | 0.0 | 10 | 0 | 2.2
17 | CC1CN(C(=S)SCC(=O)c2ccccc2)CC(C)O1 (configuration not stated) | -8 | -4 | 0 | 18 | 1 | 0.0 | 1 | -1 | 0.1
18 | Cc1ccc(S(=O)(=O)Nc2ccc(Cl)cn2)cc1C | 2 | 1 | 1 | 7 | -7 | -0.1 | 3 | -2 | -0.5
19 | CCN(CC)C(=S)SC1=CCS(=O)(=O)C1 | 4 | 1 | -2 | -5 | 1 | -0.1 | 2 | -6 | 0.7
20 | Fc1ccc(C2c3[nH]c4ccccc4c3CCN2CCCn2cccn2)cc1 (configuration not stated) | 0 | 3 | 1 | 0 | 0 | -0.2 | -8 | 2 | 2.1
21 | CN(C)CCCN(C(=O)c1ccc(S(=O)(=O)N2CCc3ccccc32)cc1)c1nc2ccc(Cl)cc2s1 | -4 | 0 | 12 | -14 | 5 | 0.3 | -9 | 0 | 3.0
22 | Cc1cc(C)c(C)c(S(=O)(=O)N2CCN(C)CC2)c1C | 12 | -3 | -3 | 13 | 4 | -0.2 | -1 | -1 | -2.4
23 | O=C(Nc1cccc(S(=O)(=O)c2cccc(NC(=O)c3ccco3)c2)c1)c1ccco1 | 1 | 0 | 2 | -4 | 5 | 0.4 | 10 | 1 | 1.4
24 | Oc1ccc(-c2nc3ncccn3c2Nc2ccc3c(c2)OCO3)cc1 | 32 | 2 | 3 | 0 | -23 | -0.1 | -4 | -3 | -0.9
25 | CS(=O)(=O)N(CCc1ccccc1)CC(=O)NCc1ccc(Cl)cc1 | 41 | 1 | -2 | -4 | -6 | 0.1 | -14 | -4 | -2.9
26 | O=C(NCC1COc2ccccc2O1)C1CCN(S(=O)(=O)c2ccccc2)CC1 (configuration not stated) | 0 | / | / | 6 | / | -0.2 | 2 | / | /
27 | FC(F)(F)c1cnc(N2CCC(=NOCc3ccc(Cl)cc3)CC2)c(Cl)c1 | 5 | 1 | 2 | 8 | -3 | -0.1 | 0 | -4 | -0.5
28 | COc1ccccc1-c1c(C(F)(F)F)oc2cc(OCC(=O)Nc3cc(C)ccc3C)ccc2c1=O | -6 | 2 | 0 | 1 | 19 | -0.1 | 1 | -2 | 1.6
29 | COC(=O)c1ccc(N=C2SCC(=O)N2C)cc1 | -8 | 2 | 0 | 1 | -1 | -0.1 | 2 | -1 | -0.1
30 | O=C(NCCC1=CCCCC1)c1ccc(F)c(S(=O)(=O)N2CCOCC2)c1 | 26 | -2 | 0 | 2 | 1 | 0.1 | -3 | 0 | 0.0
31 | O=C(Nc1nc2c(F)cc(F)cc2s1)c1ccccn1 | -4 | -4 | 1 | 1 | 8 | 0.0 | 4 | 4 | 1.3
32 | CC(=O)NCCn1c(SCc2ccc(C)cc2)nc2ccccc2c1=O | -5 | -1 | 6 | -2 | -6 | 0.0 | -2 | -1 | 1.9
33 | CCn1nnc(NC(=O)c2ccco2)n1 | 14 | -1 | 2 | 0 | -3 | 0.0 | 3 | 1 | 2.1
34 | O=C(CNC(=S)N(Cc1ccccc1)Cc1cccnc1)NC1CC1 | -7 | 2 | -2 | -10 | 4 | -0.2 | -7 | -2 | -1.4
35 | COc1c(C)cc(C(=O)C2CCCN(C(=O)c3cccc(-n4cccn4)c3)C2)cc1C (configuration not stated) | 6 | 5 | 1 | -2 | -1 | 0.0 | 0 | 0 | 5.0
36 | O=C(NC1CC1)C1=C[C@@H](c2ccc(C(F)(F)F)cc2)C[C@@H](OCCCCO)O1 | -4 | -2 | -1 | 8 | 24 | -0.1 | -1 | -3 | -0.5
37 | CN(C)CCCN1c2ccc([N+](=O)[O-])cc2CCc2cc([N+](=O)[O-])ccc21 | -7 | -3 | 0 | -32 | -13 | 0.1 | -22 | 7 | -1.6
38 | O=C(COC(=O)/C=C/c1ccccc1)Nc1ccc2c(c1)OCCO2 | / | / | -3 | 1 | / | -0.1 | -1 | / | -1.1
39 | CC(=O)C1[C@H](N(C)C)CC2C3CC=C4CC(O)CC[C@]4(C)C3CC[C@@]21C (some centres not stated) | -21 | 0 | -2 | 2 | 1 | 0.1 | 1 | -2 | 0.6
40 | CCOC(=O)c1c(CN2CCCCC2)oc2ccc(O)cc12 | -22 | -6 | -1 | -6 | -1 | -0.1 | 2 | 3 | 2.7
41 | COc1ccc(C)cc1S(=O)(=O)N(C)CC(=O)Nc1ccc2c(c1)OCO2 | 7&0 | 2 | -3 | 2 | 1 | -0.1 | -5 | 1 | -1.4
42 | Cc1ccc(CS(=O)Cc2ccc(C(=O)NC3CCC(C)CC3)o2)cc1 (configuration not stated) | 3 | -2 | -1 | 9 | 6 | -0.1 | 1 | 1 | 2.4
43 | Cc1ccc(S(=O)(=O)N2CCN(C(=O)COC(=O)/C=C/c3ccccc3F)CC2)c(C)c1 | -4 | / | -3 | 7 | / | -0.3 | 2 | / | -1.5
44 | C=CCn1c(SCC(=O)Nc2ccccc2F)nnc1C(C)NC(=O)c1ccccc1F (configuration not stated) | 23 | -3 | 5 | 5 | -5 | 0.1 | -5 | -1 | 1.2
45 | C[C@@H]1NC(=O)OC1c1ccco1 (some centres not stated) | -3 | / | 5 | 6 | / | -0.3 | 0 | / | -0.6
46 | CCOc1ccc(NC(=O)CN(C)Cc2ccc3c(c2)OCO3)cc1S(=O)(=O)N1CCCC1 | 0 | / | 0 | 4 | / | 0.4 | -4 | / | 0.4
47 | Cc1nc(N)sc1-c1nnc(SCC(=O)Nc2ccccc2C(F)(F)F)n1C | -15 | 2 | -5 | 2 | -1 | 0.0 | 2 | -2 | 1.2
48 | O=C(Nc1c(Cl)ccc2nsnc12)c1ccco1 | 2 | -2 | -2 | -5 | 11 | 0.0 | -4 | 2 | 1.2
49 | Clc1ccc(-c2nnc(-c3ccco3)nc2N2CCCCC2)cc1 | -11 | -3 | 4 | 0 | 40 | -0.4 | -5 | 2 | 2.8
50 | C[C@@H]1CN(S(=O)(=O)c2c(F)cccc2F)CCN1S(=O)(=O)c1ccc2c(c1)OCCO2 | 7 | / | / | 8 | / | 0.2 | 2 | / | /
51 | COc1ccc(N(C(=O)c2ccc(Br)o2)C2C=CS(=O)(=O)C2)c(OC)c1 (configuration not stated) | -7 | 4 | -3 | 4 | -5 | 0.1 | -2 | 2 | -0.9

5 structures out of the list, ordered by number of heavy atoms, largest number first:
no. | canonical_smiles | JMJD2C inh | CTSL1 counter | PP1 counter | procasp7 counter | core dimer inh | Efflux pump mplx | procasp3 activ | TPT1 inhibitor | PP5 primary
46 | CCOc1ccc(NC(=O)CN(C)Cc2ccc3c(c2)OCO3)cc1S(=O)(=O)N1CCCC1 | 0 | / | 0 | 4 | / | 0.4 | -4 | / | 0.4
43 | Cc1ccc(S(=O)(=O)N2CCN(C(=O)COC(=O)/C=C/c3ccccc3F)CC2)c(C)c1 | -4 | / | -3 | 7 | / | -0.3 | 2 | / | -1.5
37 | CN(C)CCCN1c2ccc([N+](=O)[O-])cc2CCc2cc([N+](=O)[O-])ccc21 | -7 | -3 | 0 | -32 | -13 | 0.1 | -22 | 7 | -1.6
39 | CC(=O)C1[C@H](N(C)C)CC2C3CC=C4CC(O)CC[C@]4(C)C3CC[C@@]21C (some centres not stated) | -21 | 0 | -2 | 2 | 1 | 0.1 | 1 | -2 | 0.6
45 | C[C@@H]1NC(=O)OC1c1ccco1 (some centres not stated) | -3 | / | 5 | 6 | / | -0.3 | 0 | / | -0.6

Screens as filed in PubChem BioAssay.
